mABHD4 FP = ABHD4 inhibitors, primary screen, biochemical, fluorescence polarization, mouse. (Lyso)-N-acylphosphatidylethanolamine lipase (Mus musculus), Q8VD66. purified mABHD4, FP-Rh probe fluorescence polarization. inhibition, % at 8.92 µM. actives 0.54% (n = 370,000);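 active = inhibition exceeding the mean over every tested compound plus 3 SD, cut at about 30% in these data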;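 also: 0% = plate median of compound wells and 100% = S159A mutant with DMSO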
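Assay system: mouse ABHD4 enzyme, wild type / Also added: fluorescent activity-based probe FP-Rh / Doses: single nominal dose of 8.92 µM, 0.89% DMSO final / Timing: 45 min compound pre-incubation plus 60 min probe step, 25 °C / Signal: FP readout, ex 525 nm / em 598 nm / Control set: S159A mutant/DMSO as 100%, compound-well median as 0%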
ASAP1 inh = inhibitors of human ASAP1 ArfGAP activity, primary screen, biochemical, fluorescence polarization; ASAP1-stimulated ARF1 GTP hydrolysis, GDP FP detection; inhibition, % at 16.5 µM; actives 0.19% (n = 360,000); in the data active = inhibition above about 25%;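 also: 0% = vehicle with enzyme and substrate and 100% = no enzyme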
HTRA1 inhibitor = HTRA1 serine protease inhibitors, primary screen, biochemical, fluorescence polarization, HTS; Q92743; recombinant HTRA1, FP-rhodamine activity-based probe; inhibition, % at 5.96 µM; actives 0.5% (n = 340,000); in the data active = inhibition above about 36%;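 also: 0% = enzyme with DMSO and 100% = wells lacking enzyme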
PG9 Ab binder = binders of HIV-1 gp120 antibody PG9, primary screen, biochemical, TR-FRET; HIV-1 gp120 / PG9 antibody interaction; TR-FRET gp120-PG9 antibody binding; inhibition, % at 6.7 µM; actives 0.43% (n = 360,000); AID 624416, 2012; in the data active = inhibition above about 8.5%
ARFGAP1 inh = inhibitors of rat ARFGAP1 GAP activity, primary screen, biochemical, fluorescence polarization, GDP tracer | actives 0.26% (n = 360,000) | AID 651572, 2012 | Arfgap1-stimulated ARF1 GTP hydrolysis, GDP FP detection | inhibition, % at 16.5 µM | ADP-ribosylation factor GTPase-activating protein 1 (Rattus norvegicus), Q62848;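 active = inhibition above a per-plate limit, mean inhibition of low control wells plus 3 SD, cut at about 25% in these data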;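 also: 0% = DMSO wells with enzyme and 100% = wells lacking Arfgap1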
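System: truncated rat Arfgap1 GAP domain / Benchmarks: high control wells lacking Arfgap1, low control full reaction with DMSO / Times: compound-enzyme preincubation 20 min, reaction 120 min, detection 60 min, 25 °C / Repeats: one replicate per compound / Also added: human ARF1(Δ1-17)-GTP substrate / Measured by: Tracer-displacement fluorescence polarization with EDTA stop, 620/688 nm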
rCAG RNA binder = binders of r(CAG) RNA repeats, primary screen, biochemical, fluorescence | r(CAG) RNA repeat, TO-PRO-1 dye displacement fluorescence | inhibition, % at 3 µM | actives 1.3% (n = 370,000) | AID 651821, 2012;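 active = inhibition above the plate cutoff, the mean of all test compounds on that plate plus 3 SD, cut at about 35% in these data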;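 also: 0% = DMSO alone and 100% = 100 µM mitoxantrone as full dye displacement; higher means more dye released from RNA so lower well fluorescence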
GC-A act = GC-A stimulated cGMP production enhancers – HEK293 GC-A cells, cGMP TR-FRET, EC30 ANP, primary screen. Atrial natriuretic peptide receptor 1 (Homo sapiens), P16066. 0% at EC30 ANP, 100% saturating ANP. activation, % at 10 µM. actives 0.14% (n = 370,000). AID 1671463, 2021; in the data active = activation above about 40%
Target sequence (P16066 whole entry, looked up): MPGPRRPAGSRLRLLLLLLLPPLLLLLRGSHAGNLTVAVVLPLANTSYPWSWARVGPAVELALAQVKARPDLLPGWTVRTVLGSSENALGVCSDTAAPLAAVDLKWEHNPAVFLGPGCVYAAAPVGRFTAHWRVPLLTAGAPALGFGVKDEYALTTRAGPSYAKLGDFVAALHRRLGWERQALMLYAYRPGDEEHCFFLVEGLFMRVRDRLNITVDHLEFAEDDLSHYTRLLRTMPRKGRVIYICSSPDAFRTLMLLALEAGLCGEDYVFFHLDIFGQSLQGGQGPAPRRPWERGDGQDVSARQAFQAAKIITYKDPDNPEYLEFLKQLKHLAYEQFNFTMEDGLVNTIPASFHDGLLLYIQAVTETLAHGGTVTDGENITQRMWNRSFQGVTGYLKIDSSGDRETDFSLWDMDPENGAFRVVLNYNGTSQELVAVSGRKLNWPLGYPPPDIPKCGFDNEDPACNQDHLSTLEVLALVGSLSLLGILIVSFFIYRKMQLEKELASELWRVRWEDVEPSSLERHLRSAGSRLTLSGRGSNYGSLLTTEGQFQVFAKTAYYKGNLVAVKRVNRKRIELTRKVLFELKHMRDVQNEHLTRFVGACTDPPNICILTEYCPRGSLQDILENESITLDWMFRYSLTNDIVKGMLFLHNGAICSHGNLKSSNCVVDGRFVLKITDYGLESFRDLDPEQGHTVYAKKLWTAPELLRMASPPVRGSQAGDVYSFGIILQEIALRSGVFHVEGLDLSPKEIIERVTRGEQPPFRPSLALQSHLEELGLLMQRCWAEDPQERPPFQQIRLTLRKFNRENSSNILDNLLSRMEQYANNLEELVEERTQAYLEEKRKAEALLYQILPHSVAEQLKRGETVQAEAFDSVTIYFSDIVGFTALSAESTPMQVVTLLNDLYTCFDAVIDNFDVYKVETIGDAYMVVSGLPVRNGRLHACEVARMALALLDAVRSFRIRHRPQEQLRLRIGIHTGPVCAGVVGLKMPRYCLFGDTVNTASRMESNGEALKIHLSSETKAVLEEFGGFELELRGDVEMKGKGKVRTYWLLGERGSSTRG
NPR2 activator = human GC-B receptor activators, primary screen, HEK293 GC-B cells, cGMP TR-FRET, EC30 CNP; 0% at EC30 CNP, 100% saturating CNP; actives 0.11% (n = 370,000); activation, % at 10 µM; AID 1920062, 2024; Atrial natriuretic peptide receptor 2 (Homo sapiens), P20594;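 active = activation at 10 µM reaching about 35% in either raw or pattern-adjusted values, limit read from the data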
NR1D1 modulator = modulators of Rev-erb alpha DNA binding, primary screen, biochemical, FITC-DNA, fluorescence polarization, uHTS; Nuclear receptor subfamily 1 group D member 1 (Homo sapiens), P20393; Rev-erbα–FITC-DNA binding, 90 min; activity, % at 10 µM; actives 0.79% (n = 370,000); AID 1259318, 2017;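 active = activity above about 14%, limit read from the data; passing the limit was not always enough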;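 also: 0% = DMSO wells with 35 nM protein and 100% = DMSO wells with 750 nM protein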
SMARCA2 activ = SMARCA2 (BRM) function activators, primary screen, cell-based, luminescence, high throughput; MG213 cells, MMTV-luciferase reporter, dexamethasone, overnight; activation, % at 9.1 µM; actives 1% (n = 370,000); AID 652017, 2013; in the data active = activation above about 7.8%;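 also: 0% = vehicle wells and 100% = reference activator wells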
Starred values were filed as active, the others as inactive; / = no result given.

SMILES	mABHD4 FP	ASAP1 inh	HTRA1 inhibitor	PG9 Ab binder	ARFGAP1 inh	rCAG RNA binder	GC-A act	NPR2 activator	NR1D1 modulator	SMARCA2 activ
CC1=C(C(=O)Nc2ccccc2)C(c2ccc(C(C)C)cc2)N2C(=O)CSC2=N1 (stereo unspecified)	-23	13	-56	-1.2	0	5	-2	-1	-2	-1
O=C(/C=C/c1ccccc1)N/C(=C/c1ccccc1)C(=O)NCCO	-2	6	1	-1.2	-2	-4	-2	-2	1	1
CCS(=O)(=O)Nc1cccc(C(=O)CC2(O)C(=O)Nc3ccccc32)c1 (stereo unspecified)	6	-3	0	0.0	1	3	6	-3	7	0
CC(C)COC(=O)c1ccc(NC(=O)C2C3C=CC(C3)C2C(=O)O)cc1 (stereo unspecified)	3	-6	-6	-1.0	-6	-2	2	6	-4	6
CCC(C)[C@H]1COCCS(=O)(=O)N1Cc1ccccc1 (stereo partly specified)	-2	5	0	-1.3	-1	-6	1	5	1	0
COc1ccc(C(=O)C2CC2c2ccc3c(c2)OCO3)cc1 (stereo unspecified)	-8	2	-14	-1.7	-1	-5	0	2	2	2
CCC1(C)CC(C#N)(C#N)C(=O)NC1=O (stereo unspecified)	6	-4	/	-1.6	4	0	0	3	-4	-2
CCCCN(Cc1ccccc1)C1CCN(Cc2ccccc2)CC1	-5	3	0	-1.3	8	-9	-3	-2	-6	5
CCOC(=O)N1CCN(C(=O)C[C@@H]2C(=O)N(CCc3ccc(Cl)cc3)/C3=C/CCCCC[C@@]32C(=O)OCC)CC1	6	/	/	/	/	5	-1	-2	-3	-3
O=C(CCc1nnc(CCCCc2ccccc2)o1)N(CCO)Cc1ccccc1	2	-2	-4	-0.3	-8	-7	-4	-1	-3	-2
Cc1nn2c(NCCN3CCOCC3)c3c(nc2c1-c1ccccc1)CCCC3	2	-2	3	1.0	7	-7	3	-5	-3	-2
CNC(=O)c1csc(Cc2c(Cl)sc3ccc(Cl)cc23)n1	-1	6	-23	0.0	-9	-7	9	-3	20	-1
Cc1cccc2c(C(=O)n3cccn3)cc(-c3ccccc3Cl)nc12	-2	-3	5	2.4	5	7	-3	-8	31*	2
CC(C)C(C(=O)NCc1ccco1)N(Cc1ccco1)C(=O)CNS(=O)(=O)c1ccccc1 (stereo unspecified)	5	-5	7	-1.3	10	-4	1	2	-3	-3
Cc1ccc(CC2CC(=O)N(c3nc(C)cc(C)n3)C2=O)cc1 (stereo unspecified)	1	13	5	-0.8	8	-1	0	-4	2	3

A run of entries taken from the entries so far, as a working copy:
SMILES	mABHD4 FP	ASAP1 inh	HTRA1 inhibitor	PG9 Ab binder	ARFGAP1 inh	rCAG RNA binder	GC-A act	NPR2 activator	NR1D1 modulator	SMARCA2 activ
CC1=C(C(=O)Nc2ccccc2)C(c2ccc(C(C)C)cc2)N2C(=O)CSC2=N1 (stereo unspecified)	-23	13	-56	-1.2	0	5	-2	-1	-2	-1
O=C(/C=C/c1ccccc1)N/C(=C/c1ccccc1)C(=O)NCCO	-2	6	1	-1.2	-2	-4	-2	-2	1	1
CCS(=O)(=O)Nc1cccc(C(=O)CC2(O)C(=O)Nc3ccccc32)c1 (stereo unspecified)	6	-3	0	0.0	1	3	6	-3	7	0
CC(C)COC(=O)c1ccc(NC(=O)C2C3C=CC(C3)C2C(=O)O)cc1 (stereo unspecified)	3	-6	-6	-1.0	-6	-2	2	6	-4	6
CCC(C)[C@H]1COCCS(=O)(=O)N1Cc1ccccc1 (stereo partly specified)	-2	5	0	-1.3	-1	-6	1	5	1	0
COc1ccc(C(=O)C2CC2c2ccc3c(c2)OCO3)cc1 (stereo unspecified)	-8	2	-14	-1.7	-1	-5	0	2	2	2
CCC1(C)CC(C#N)(C#N)C(=O)NC1=O (stereo unspecified)	6	-4	/	-1.6	4	0	0	3	-4	-2
CCCCN(Cc1ccccc1)C1CCN(Cc2ccccc2)CC1	-5	3	0	-1.3	8	-9	-3	-2	-6	5
CCOC(=O)N1CCN(C(=O)C[C@@H]2C(=O)N(CCc3ccc(Cl)cc3)/C3=C/CCCCC[C@@]32C(=O)OCC)CC1	6	/	/	/	/	5	-1	-2	-3	-3
O=C(CCc1nnc(CCCCc2ccccc2)o1)N(CCO)Cc1ccccc1	2	-2	-4	-0.3	-8	-7	-4	-1	-3	-2
Cc1nn2c(NCCN3CCOCC3)c3c(nc2c1-c1ccccc1)CCCC3	2	-2	3	1.0	7	-7	3	-5	-3	-2
CNC(=O)c1csc(Cc2c(Cl)sc3ccc(Cl)cc23)n1	-1	6	-23	0.0	-9	-7	9	-3	20	-1
Cc1cccc2c(C(=O)n3cccn3)cc(-c3ccccc3Cl)nc12	-2	-3	5	2.4	5	7	-3	-8	31*	2
CC(C)C(C(=O)NCc1ccco1)N(Cc1ccco1)C(=O)CNS(=O)(=O)c1ccccc1 (stereo unspecified)	5	-5	7	-1.3	10	-4	1	2	-3	-3
Cc1ccc(CC2CC(=O)N(c3nc(C)cc(C)n3)C2=O)cc1 (stereo unspecified)	1	13	5	-0.8	8	-1	0	-4	2	3

2 entries drawn at random from those above:
SMILES	mABHD4 FP	ASAP1 inh	HTRA1 inhibitor	PG9 Ab binder	ARFGAP1 inh	rCAG RNA binder	GC-A act	NPR2 activator	NR1D1 modulator	SMARCA2 activ
CCC(C)[C@H]1COCCS(=O)(=O)N1Cc1ccccc1 (stereo partly specified)	-2	5	0	-1.3	-1	-6	1	5	1	0
Cc1ccc(CC2CC(=O)N(c3nc(C)cc(C)n3)C2=O)cc1 (stereo unspecified)	1	13	5	-0.8	8	-1	0	-4	2	3

Following part.
SMILES	mABHD4 FP	ASAP1 inh	HTRA1 inhibitor	PG9 Ab binder	ARFGAP1 inh	rCAG RNA binder	GC-A act	NPR2 activator	NR1D1 modulator	SMARCA2 activ
CC1=C(C(=O)OCC2CCCO2)C(c2ccccc2)C2=C(CCCC2=O)N1 (stereo unspecified)	-1	-10	-4	-3.7	15	-8	-4	-2	-3	1
CC(C)Oc1cccc(C(=O)NC(=S)Nc2ccc(Cl)c(C(=O)O)c2)c1	-15	-7	-4	0.3	4	19	-5	2	-3	3
CCNC(=S)Nc1cccc(NC(=O)c2ccccc2O)c1	5	-1	-2	-1.3	4	2	3	-7	-6	1
COCCc1ccc(OC2(C)CCN(Cc3cccc(OCOC)c3)C2)cc1 (stereo unspecified)	8	2	/	1.6	-3	-2	6	0	-5	-4
Cc1ccccc1NC(=O)CCN1CCCCCC1	2	-13	-4	1.2	-5	1	0	1	-3	-1
COc1ccc(C(=O)Nc2cccc(-c3nc4ncccc4o3)c2C)cc1OC	9	-5	2	-2.2	0	-4	-3	2	6	2
Cc1cccc(COc2ncnc3nc[nH]c23)c1	2	1	-2	-2.5	4	1	-1	5	4	1
C/C(CC(=O)Nc1cc(C)ccn1)=N\NC(=O)c1ccncc1	2	-7	2	-1.5	12	0	1	3	-1	2
O=C(Nc1cccc2ccccc12)N1CCc2ccccc2C1	-3	2	-9	-2.2	6	-4	0	4	-3	-2
Cc1ccc(NC(=O)CCN2CCc3ccccc3C2)cc1	-3	2	0	0.0	6	-6	4	0	1	1
Cc1ccc(S(=O)(=O)NCCCCCC(=O)Nc2ccccc2C)cc1	-7	13	0	-0.1	-5	0	-4	3	4	-3
O=C(CCCc1ccccc1)Nc1ccccc1[N+](=O)[O-]	1	-5	3	-1.1	8	-1	-1	3	7	5
O=C(CC12CC3CC(CC(C3)C1)C2)NCC(c1ccc(F)cc1)N1CCOCC1 (stereo unspecified)	-3	2	3	-2.5	2	-14	-4	-6	2	1
CCCCNC(=O)c1onc(CSc2nc3ccccc3[nH]2)c1C(=O)NCCCC	-22	-11	-28	-1.7	11	4	4	-5	-1	-1
CCN(CC)S(=O)(=O)c1cccc(NC(=O)CSc2nnc(N)s2)c1	0	5	-2	0.8	-2	9	0	3	0	-1
Cc1cnc(C(=O)OCC(=O)c2c(N)n(CC(C)C)c(=O)n(C)c2=O)cn1	0	-16	-1	-1.6	4	2	-2	1	-2	-3
O=C(c1ccco1)n1nc(-c2cccnc2)nc1NCc1ccco1	1	1	-7	2.3	1	-2	3	-1	0	-4
CN(C(=O)C1CCCCC1)C1CCS(=O)(=O)C1 (stereo unspecified)	-3	9	6	-1.0	0	1	1	0	3	-3
COc1cc2ncnc(Nc3ccc(F)c(Cl)c3)c2cc1OCCCN1CCOCC1	-8	/	/	/	/	0	4	4	3	-7
C#CCOCCOCCOCCNc1nc(N2CCN(C(=O)Cn3cc(CCCN=C(N)N)nn3)CC2)nc(N2CCN(C(=O)[C@H]([C@@H](C)CC)n3cc(CCC(=O)O)nn3)CC2)n1	-4	4	-2	-1.0	-5	2	-1	-2	-2	5
CCc1c(C)c(C#N)c2[nH]c3ccccc3n2c1=S	21	10	3	0.5	7	19	9	4	6	-3
Cc1cccc(C(=O)N(CC(=O)Nc2sc(C)c(C)c2C(N)=O)C2CCCC2)c1	4	2	-1	-1.0	17	2	-7	-3	4	-3
Fc1ccc(Cn2c(SCc3ccc(F)c(F)c3)nnc2C(F)(F)F)cc1	-3	2	-25	0.6	-11	-4	-5	-1	1	1
COCCNC(C(=O)Nc1cc(Cl)cc(Cl)c1)c1ccccc1 (stereo unspecified)	-1	5	-17	-1.6	3	1	-31	-22	-4	0
CCOC(=O)CSC1=NC(=O)/C(=C\c2ccc(Cl)cc2)S1	-34	12	-12	-0.1	-2	13	32	7	0	9.3*
CCc1noc(C)c1C(=O)NNC(=O)COc1ccccc1C	3	-10	6	1.0	0	0	2	1	3	-4
CCOc1ccc(Cn2ccnc2CCl)cc1[N+](=O)[O-]	-9	7	7	0.7	9	3	2	3	5	2
COc1ccc(OC)c(NC(=O)C(=O)N/N=C(\C)CC(=O)Nc2ccc(Cl)cn2)c1	1	-9	0	-0.6	8	7	0	-1	-1	-2
COc1cc2ccc(=O)oc2c(CC=C(C)C)c1OC	-6	10	-16	4.2	-3	4	4	-8	-8	0
CC1CCN(c2ccc(C(=O)NCc3ccco3)cc2[N+](=O)[O-])CC1	-4	-2	-18	-1.2	-4	9	4	-2	-2	0
CCn1cc([N+](=O)[O-])nc1C	3	-6	0	0.4	1	-1	0	-1	-3	-2
O=C(CCS(=O)(=O)c1ccccc1Cl)NC1CCCCCC1	-2	-4	8	1.4	-3	-2	1	0	4	-1
O=C(CSc1nnc2ccc(-c3cccnc3)nn12)Nc1ccccc1F	4	-3	-8	-1.0	-7	3	0	-5	2	2
CC1(C)CC(=O)c2cnc(NC3CC3)nc2C1	0	10	4	-1.0	10	-3	5	-1	-2	-3
O=C(/C=C/c1ccccc1)/C=C/c1ccccc1	-4	2	-22	-1.5	-6	0	7	4	2	3
CN(C)c1nc(OCCOC(=O)COc2ccc(Cl)cc2Cl)nc(N(C)C)n1	13	-2	-4	0.2	4	-5	-5	-11	0	-2
